C8 TRAIL sens – caspase-8 TRAIL sensitization; NB7+C8 cells + TRAIL, ATPlite viability luminescence; inhibition (viability loss, TRAIL sensitization), % at 10 µM; actives 1% (n = 360,000); AID 624354;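 active means compounds causing at least 50% loss of cell viability in the single-dose screen, relative to plate controls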
KKLEB tox – reduces viability of KKLEB cystic fibrosis airway cells; AID 602141; actives 0.36% (n = 360,000); KKLEB CF airway cells viability, ATPlite luminescence, overnight; active compounds read low; cells stimulated with P. aeruginosa culture filtrate; activity change (cytotoxicity), % at 5 µM;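 active means corrected activity change at or below -50% at 5 µM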
Peg3 promoter – inhibitors of Peg3 promoter; inhibition, % at 20 µM; AID 588405; actives 1.7% (n = 360,000); HeLa PEG-Prom luciferase reporter, luminescence, overnight;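 active means inhibition of at least 50% at 20 µM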
TRPM1 prom inh – reduces MITF-dependent TRPM1 promoter luciferase signal; SK-MEL-5 TRPM1 promoter luciferase, 24 h; inhibition, % at 12.5 µM; actives 0.83% (n = 330,000);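 active means mean inhibition across replicates of 60% or more, whatever share of single replicates reaches that level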; further: values of inactives mirror those of a sister screen read the other way
EBV LMP1 NFkB – reduces LMP1-driven NF-kappaB luciferase signal. LMP1-induced NF-kappaB luciferase reporter cells, luminescence. actives 0.69% (n = 350,000). inhibition, % at 12.5 µM; in the data active means inhibition above about 41%;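 further: 0% = neutral control wells and 100% = reference inhibitor control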
HIF-2a inh – HIF-2a inhibition | 786-0 RCC cells HIF-2a reporter, luciferase luminescence, overnight | inhibition, % at 18.8 µM | actives 0.72% (n = 360,000) | AID 624352;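 active means inhibition of the luminescence signal of 40% or more relative to plate controls, in a single-dose primary screen at 18.75 µM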
iPSC survival up – hiPSC single-cell survival enhancement; ATPlite luminescence; 100% = ROCK inhibitor wells, 0% = DMSO; survival enhancement, % at 20 µM; actives 0.044% (n = 360,000); AID 602274; in the data active means survival enhancement above about 18%;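 further: cells exposed to compounds for 16 hours before the ATP read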
NR2E3 ag-1 – activates human photoreceptor nuclear receptor NR2E3; Q9Y5X4; GST-NR2E3/biotin-RetCOR TR-FRET, 1536-well; inhibition of corepressor binding, % at 4.78 µM; actives 0.12% (n = 320,000); AID 2300;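 active means percent inhibition above the cutoff of mean plus 3 SD of all tested compounds, set per screening campaign, cut at about 20% in these data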;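 further: 0% = DMSO wells and 100% = biotin wells as full block of FRET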
Target sequence (Q9Y5X4 whole entry, looked up): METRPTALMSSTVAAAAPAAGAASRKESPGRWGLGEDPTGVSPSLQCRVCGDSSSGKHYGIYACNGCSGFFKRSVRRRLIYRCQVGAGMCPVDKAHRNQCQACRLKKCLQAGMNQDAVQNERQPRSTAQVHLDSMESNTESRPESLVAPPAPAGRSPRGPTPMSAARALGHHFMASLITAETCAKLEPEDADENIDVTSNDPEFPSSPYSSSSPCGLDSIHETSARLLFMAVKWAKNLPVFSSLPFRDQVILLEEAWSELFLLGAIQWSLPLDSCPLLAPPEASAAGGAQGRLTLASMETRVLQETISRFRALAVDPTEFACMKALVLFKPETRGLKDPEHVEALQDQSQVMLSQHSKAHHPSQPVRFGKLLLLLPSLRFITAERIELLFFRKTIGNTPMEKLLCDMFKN
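Format: 1536-well format; test system: GST-NR2E3 and biotin-RetCOR proteins; read-out basis: percent inhibition of TR-FRET ratio; timing: 5 h incubation at 4 °C; detection: time-resolved FRET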
CF NFkB block – inhibitors of cystic fibrosis induced NF-kB; inhibition, % at 5 µM; KKLEB NF-kB-GFP reporter, PAF-induced, GFP fluorescence overnight; actives 0.86% (n = 360,000); AID 588850;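 active means at least 50% inhibition at 5 µM, scaled per plate between neutral and stimulator controls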;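 further: PAF is a Pseudomonas aeruginosa culture filtrate used as stimulus; plate controls were PAF-stimulated DMSO wells for no effect and unstimulated DMSO wells for full effect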
Shn3 inh set2 – reduces Shn3 3'UTR luciferase signal in osteoblasts. Clone20 osteoblast Shn3 3'UTR firefly luciferase, 24 h. inhibition, % at 12.5 µM. actives 0.52% (n = 360,000);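 active means mean inhibition of at least 75% with every replicate also reaching 75%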;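 further: 0% = median of neutral control wells and 100% = pilot-screen positive control compound; some compounds past the cut are filed as inactive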
NR2E3 ag-2 – human photoreceptor-specific nuclear receptor agonism | Q9Y5X4 | CHO-S Gal4-NCOR/VP16-NR2E3 two-hybrid, luciferase | inhibition of corepressor binding, % at 3.98 µM | actives 0.35% (n = 360,000) | AID 602229;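 active means inhibition above the mean of all tested compounds plus 3 SD, cut at about 70% in these data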;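 further: 0% = DMSO with NR2E3 transfected cells and 100% = cells lacking NR2E3 construct; higher means lower luciferase signal from less NR2E3 corepressor binding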
Active calls of the source: *; · = no result given. These rows are one share of the data, so the mix of outcomes need not match the whole.

SMILES | C8 TRAIL sens | KKLEB tox | Peg3 promoter | TRPM1 prom inh | EBV LMP1 NFkB | HIF-2a inh | iPSC survival up | NR2E3 ag-1 | CF NFkB block | Shn3 inh set2 | NR2E3 ag-2
Cc1c(N2C(=O)SC(CC(=O)O)C2=O)c(=O)n(-c2ccccc2)n1C (stereo not given) | 3 | 5 | 3 | 7 | -3 | 18 | -0.9 | -2 | -21 | -8 | 4
COc1ccc(-n2c(COc3ccc(Cl)cc3)nnc2SCc2ccc(C#N)cc2)cc1 | -8 | -9 | 21 | 2 | -11 | 25 | 1.0 | 3 | -21 | 27 | -35
COc1ccc(NC(=O)c2ccc(S(=O)(=O)N3CCCC3)cc2)cc1OC | 0 | 7 | 10 | 3 | -1 | -2 | -0.8 | 2 | -3 | -14 | -9
Cc1ccc(-c2csc(NC(=O)c3ccc(S(=O)(=O)N4CCc5ccccc54)cc3)n2)cc1 | 23 | 1 | 8 | · | 2 | 11 | -2.3 | 0 | -18 | 4 | -22
Cc1cccc(-n2c(N)cc(=O)nc2SCC(=O)Nc2ccccc2)c1 | -7 | -5 | 1 | 0 | -15 | 2 | 6.4 | 0 | 4 | 1 | 18
CS(=O)(=O)N(CC(=O)Nc1cccc(Cl)c1Cl)c1ccccc1 | -3 | -13 | 5 | 5 | -5 | 11 | 3.7 | 2 | -9 | 8 | 10
CCOc1ccc(NC(=O)COC(=O)c2ccc(S(=O)(=O)N3CCOCC3)cc2)cc1 | -4 | 7 | -4 | 1 | -8 | -10 | 1.0 | · | -14 | -8 | -21
O=C(NCc1cccc(Cl)c1)C1Cc2c(-c3ccc(Cl)cc3)ccnc2O1 (stereo not given) | 16 | -29 | 10 | · | · | 21 | 5.2 | · | 6 | 11 | -11
O=C(Nc1cc(S(=O)(=O)N2CCOCC2)ccc1N1CCCC1)C1CC1 | -1 | -1 | 11 | -7 | -4 | 19 | -0.3 | -3 | -20 | 3 | 14
Fc1cccc2sc(Nc3nnc(-c4ccco4)o3)nc12 | 41 | 8 | -199 | -28 | -20 | -195 | 0.8 | 2 | 6 | -54 | 33
CC(C)C(NC(=O)CCN1C(=O)c2ccccc2C1=O)c1ccccc1 (stereo not given) | -4 | 0 | -3 | -21 | 4 | 15 | -0.7 | · | -5 | -9 | -27
C=CCCN(C(C(=O)OC)C(C)C)S(=O)(=O)c1ccccc1Br (stereo not given) | 2 | -5 | 13 | -3 | -2 | -1 | -4.2 | -1 | 16 | -4 | 3
Cc1cc(C)cc(-n2c(SCC(=O)Nc3cccc(S(=O)(=O)NC4=NCCCCC4)c3)nc3ccccc3c2=O)c1 | -22 | -8 | 31 | 10 | 3 | 11 | -2.5 | -1 | 1 | 11 | -10
Cc1c(NS(=O)(=O)c2cccc(C(=O)N3CCCC3)c2)c(=O)n(-c2ccccc2)n1C | -18 | -6 | 0 | -4 | -4 | 8 | -0.5 | · | 0 | 6 | 3
Cc1ccc(C)c(N2CCN(C(=O)CCNC(=O)Cn3ccc4ccccc4c3=O)CC2)c1 | -8 | -3 | 22 | 6 | -4 | 20 | 0.8 | -1 | 13 | 14 | -8
COc1cccc(NC(=O)c2oc3ccc(S(=O)(=O)N4CCOCC4)cc3c2C)c1 | -5 | -6 | 30 | -5 | 9 | 5 | -0.4 | -2 | -15 | -8 | -17
COc1ccc(CNC(=O)C[C@H]2C[C@H](C(=O)N3CCOCC3)[C@@]3(C)c4[nH]c5cc(-c6ccco6)ccc5c4CCN3C2=O)cc1OC | -4 | 9 | 27 | 3 | 3 | -4 | 1.0 | · | 2 | 4 | -5
CCN(C(=O)c1ccc2c(=O)n3c(nc2c1)CCCCC3)c1ccc(F)cc1 | 0 | 0 | 14 | -2 | 3 | -7 | 0.1 | 0 | -3 | 1 | 5
CO[C@@]1(NC(=O)C2SC(=C(C(N)=O)C(=O)O)S2)C(=O)N2C(C(=O)O)=C(CSc3nnnn3C)CS[C@@H]21 (stereo not given in full) | -2 | 6 | -5 | 13 | 5 | 9 | 3.1 | 6 | -9 | -4 | -29
CCC(C)NC(=O)C1CCN(S(=O)(=O)c2cccnc2)CC1 (stereo not given) | -1 | 3 | 13 | -9 | -3 | 6 | -1.2 | 1 | -3 | 9 | 4
Cc1ccc(Cl)cc1-c1cc(C(=O)N2CCc3ccccc3C2)[nH]n1 | -6 | -11 | -19 | · | · | -48 | -2.3 | · | 19 | 18 | 5
CCCC(=O)Nc1nnc(S(=O)(=O)N(CC)c2ccccc2)s1 | -12 | 9 | -3 | 10 | -4 | 18 | 0.0 | 1 | 8 | -4 | 1
Cc1ccc(C(=O)N/C(=C\c2cn(-c3ccccc3)nc2-c2ccccc2)C(=O)N2CCOCC2)cc1 | -7 | 11 | 6 | -5 | 4 | 18 | -2.9 | -1 | 4 | 12 | -2
O=C(Cn1nc2ccccc2n1)N/N=C/c1cc([N+](=O)[O-])ccc1O | 39 | 7 | 18 | 26 | 6 | 11 | -2.6 | -2 | 26 | 27 | 8
CC(=O)Nc1ccc(-c2ccnc3c2CC(C)(C(=O)NCCN(C)C)O3)cc1 (stereo not given) | -26 | 8 | 5 | · | · | 10 | 1.5 | · | -7 | -7 | -14
COc1ccccc1C(=O)N(C)CC(=O)Nc1ccc(N2CCOCC2)cc1 | -6 | 4 | 0 | 6 | -4 | -2 | -0.3 | 0 | -8 | -4 | -11
CN(Cc1ccsc1)C(=O)CCc1nnc(Cc2c[nH]c3ccccc23)o1 | -4 | -7 | -5 | 8 | -6 | -5 | 1.8 | -1 | 3 | 23 | 10
O=C(COC(=O)/C=C/c1ccc([N+](=O)[O-])cc1)NC(c1ccccc1)c1ccccc1 | -9 | -1 | 7 | -19 | 2 | 5 | -0.6 | -1 | 0 | 4 | -1
O=C(Cn1nnc2ccccc21)c1ccccc1 | -8 | 3 | -96 | -57 | -14 | -74 | 2.6 | -1 | -2 | -29 | -5
O=C(COc1ccc(Cl)cc1)NNC(=O)CSc1nncs1 | 6 | -6 | 0 | 0 | 4 | 12 | 0.4 | -1 | 7 | 3 | -19
COC(=O)c1sc2ccccc2c1NC(=O)c1ccc(S(=O)(=O)N2CCCC(C)C2)cc1 (stereo not given) | -13 | -5 | 22 | 7 | 2 | 18 | 5.2 | -1 | 5 | 21 | -6
Cc1cc(N/N=C/c2ccc(Cl)cc2)nc(NCc2ccccc2)n1 | 28 | -8 | -61 | -12 | 2 | -71 | -1.6 | -3 | 21 | 33 | -41
O=C(Nc1ccccc1)N1CCCC(c2nc(-c3ccc(F)cc3)no2)C1 (stereo not given) | 13 | -5 | -14 | -4 | -8 | -42 | -0.3 | -1 | 3 | 1 | -17
COc1ccc(-c2nc(S(=O)(=O)c3ccccc3)c(N3CCN(C)CC3)o2)cc1 | -3 | 2 | 12 | · | 0 | -6 | -1.6 | · | -16 | -3 | -7
COc1ccc(/C=C(\NC(=O)c2ccc(C)cc2)C(=O)NCCCn2ccnc2)cc1 | 20 | 3 | 14 | 4 | 0 | 17 | -0.2 | 0 | 4 | -3 | -9
COc1cccc(C2C(C(N)=O)=C(C)Nc3nc(-c4cccc(Cl)c4)nn32)c1 (stereo not given) | -16 | -2 | -4 | 8 | -7 | -8 | -2.4 | 0 | -50 | 17 | -4
Cc1ccc(-c2cnc(C(O)c3ccc(Cl)c(F)c3)[nH]2)cc1 (stereo not given) | -22 | 12 | -19 | · | · | -17 | -0.5 | · | 3 | 2 | 49
Cc1ccc(NC(C)c2cc(Cl)ccc2O)cc1 (stereo not given) | -1 | -6 | -2 | -1 | -4 | -2 | -0.5 | 2 | 6 | 0 | -9
COc1ccc2nc(/C=N/NC(=O)CCCCCNC(=O)OC(C)(C)C)ccc2c1 | 16 | -6 | -135 | -15 | 1 | -122 | -0.1 | -2 | 1 | -33 | -67
COc1ccc(CNC(=O)c2c([S-])n(-c3ccc(C)cc3)c3cccc[n+]23)cc1 | -3 | 0 | 1 | -2 | -6 | -13 | -0.5 | 4 | -11 | 6 | -10
CC1COC(c2cccn2Cc2ccccc2Cl)=N1 (stereo not given) | -3 | 7 | -7 | -4 | 2 | 0 | -0.4 | 0 | -1 | -14 | 0
CCCCc1nc2cc(C(=O)N3CCC[C@H]3CO)ccc2o1 | 6 | 8 | -80 | -19 | 2 | -105 | -0.4 | 2 | 7 | -47 | -28
COCCCn1c(C2CCCCC2)nc2oc3cc(OC)ccc3c(=O)c2c1=O | -12 | 25 | 3 | 4 | 2 | 11 | 0.8 | -1 | -16 | 2 | 3
Cn1cnnc1SCC(=O)Nc1cc(C(F)(F)F)ccc1N1CCOCC1 | 1 | 8 | 4 | -4 | 3 | 16 | 1.0 | -4 | 0 | -25 | -16
CCO[C@@H]1OC(C(=O)N2CCCCCCC2)=C[C@H](c2cn(C(C)=O)c3ccccc23)[C@H]1CCCO | -6 | -18 | 7 | 5 | 2 | 20 | -1.8 | 1 | 18 | -4 | -4
O=C(NCc1cccs1)C(=O)NCC1OCCCN1S(=O)(=O)c1ccccc1 (stereo not given) | 18 | -3 | 10 | 11 | 4 | 15 | -0.3 | 2 | 10 | 15 | -1
Cn1cc(C(=O)N2CCN(c3cccc(Cl)c3)CC2)c(=O)c2cc(S(=O)(=O)N3CCOCC3)ccc21 | 0 | 4 | 8 | 11 | 1 | 2 | 0.3 | 0 | 1 | 5 | -13
COc1ccc(OCC(=O)OC2CCN(C)CC2)cc1 | 2 | 10 | -6 | -4 | -5 | 12 | -1.2 | 0 | -3 | -10 | -7
O=C(O)CSc1nc2c(c(C(F)(F)F)n1)CCc1ccccc1-2 | -1 | 9 | 7 | -1 | 8 | 5 | -0.4 | 4 | -29 | -7 | 12
Cc1ccc(C(C)NC(=O)c2ccco2)cc1C (stereo not given) | -17 | -2 | -3 | 9 | 1 | 5 | 3.0 | 6 | -7 | 0 | -8
O=C(Nc1cccc(C(F)(F)F)c1)C1CCN(S(=O)(=O)c2ccc(N3CCCC3=O)cc2)CC1 | 1 | 1 | 11 | 18 | · | 9 | -0.4 | 5 | 1 | 80 | 85*
C/C(=N\NC(N)=S)c1ccccc1 | -14 | 6 | 8 | 4 | -4 | -13 | -0.2 | 3 | -21 | -4 | 3

Given as a markdown table: entries from further up.
| SMILES | C8 TRAIL sens | KKLEB tox | Peg3 promoter | TRPM1 prom inh | EBV LMP1 NFkB | HIF-2a inh | iPSC survival up | NR2E3 ag-1 | CF NFkB block | Shn3 inh set2 | NR2E3 ag-2 |
| --- | --- | --- | --- | --- | --- | --- | --- | --- | --- | --- | --- |
| Cc1ccc(C(C)NC(=O)c2ccco2)cc1C (stereo not given) | -17 | -2 | -3 | 9 | 1 | 5 | 3.0 | 6 | -7 | 0 | -8 |
| O=C(Nc1cccc(C(F)(F)F)c1)C1CCN(S(=O)(=O)c2ccc(N3CCCC3=O)cc2)CC1 | 1 | 1 | 11 | 18 | · | 9 | -0.4 | 5 | 1 | 80 | 85* |
| C/C(=N\NC(N)=S)c1ccccc1 | -14 | 6 | 8 | 4 | -4 | -13 | -0.2 | 3 | -21 | -4 | 3 |

High-throughput results (PubChem)
